JMJD2A Tudor inh: JMJD2A Tudor domain (human) inhibition; O75164; AlphaScreen JMJD2A-Tudor / H3K4me3 peptide binding; Potency, µM (top dose mostly 114 µM), for the others: at the top dose activity change, negative = inhibition, actives largely listed as inhibitors; actives 4.4% (n = 390,000); AID 504339; note: potency is the fitted concentration of half-maximal effect; % is set by controls: 0 for no effect and ±100 for the full control effect; nearly all actives have a fitted effect of over 50% in size
Pin1 inh: human Pin1 inhibition. Pin1 FP peptide displacement, HiFluor488, 10 min. Potency, µM (highest dose often 115 µM), for the others: at the highest dose activity, negative = inhibition, actives largely listed as inhibitors. actives 0.009% (n = 390,000). AID 504891; active = well fitted inhibition curve with a large enough effect in the polarisation, with a control signal flat, not every such curve was filed as active; inconclusive = small, poorly fitted or top-dose-only effect, or effect the other way, or a change in a side signal; inactive = no such curve, though single readings can be large or run the other way; the % refers to the polarisation; note: potency is the fitted concentration of half-maximal effect; % is set by controls: 0 for no effect and ±100 for the full control effect
Tb PGK inh: inhibitors of T. brucei phosphoglycerate kinase; Potency, µM (highest dose often 57.5 µM), inactives show at the top dose activity change, negative = inhibition, usual class: inhibitors; PGK/GAPDH coupled, Kinase-Glo luminescence, 60 min; P07378; actives 0.043% (n = 380,000); note: potency is the fitted concentration of half-maximal effect; % is set by controls: 0 for no effect and ±100 for the full control effect; nearly all actives have a fitted effect of over 60% in size
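Recombinant glycosomal PGK reaction used 1,3-bisphosphoglycerate generated in-well by GAPDH (100nM final) in 100mM TEA pH 7.6, 5mM MgCl2, 0.01% Tween-20. After 60 minutes at room temperature, ATP was read by Kinase-Glo Plus luminescence end-point.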
Pol eta inh: DNA polymerase eta (human) inhibition; Q9Y253; recombinant Pol eta, fluorescent DNA replication assay; Potency, µM (titrated, usually from 114 µM), for the others: at the highest dose activity change, negative = inhibition, most hits filed as inhibitors; actives 1.2% (n = 390,000); AID 588591; note: potency is the fitted concentration of half-maximal effect; % is set by controls: 0 for no effect and ±100 for the full control effect
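Pol eta at 10 nM preincubated with compounds 15 min at room temperature; reaction started with fluorescent substrate (50 nM final) and read kinetically at 0 and 10 min.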
HP1b chromo inh: blocks HP1-beta chromodomain binding to methylated histone tails; P83916; AlphaScreen HP1-beta / biotin-H3K9me3 peptide binding; Potency, µM (top dose mostly 114 µM), for inactives: top-dose activity change, negative = inhibition, hits mostly inhibitors; actives 0.56% (n = 390,000); AID 540317; note: potency is the fitted concentration of half-maximal effect; nearly all actives have a fitted effect of over 70% in size; inactives centre near 23
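HP1-beta protein (50 nM final) preincubated 30 min at room temperature with biotinylated H3(1-18)K9me3 peptide (50 nM) in PBS pH 7.4, 0.01% Tween-20, then compound added for 30 min. AlphaScreen streptavidin donor/nickel chelate acceptor beads (10 ug/mL final), 30 min dark, luminescence read.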
PI4K2A block: PI4K2A (human) kinase inhibition. Q9BTU6. purified PI4K2A, ADP-Glo luminescence, 1 h; stronger effect = lower value. activity change, negative = inhibition, % at 76.9 µM. actives 0.13% (n = 420,000). AID 1346378; in the data active = activity change below about -50%; inconclusive = mostly about -30% to -49%;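 note: -100% = wells without enzyme as full effect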
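In this quantitative HTS, ADP production by PI4K2A was quantified luminescently after 1 h at ambient temperature; 100 microM adenosine served as plate-quality control.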
GLS inh: glutaminase GLS (human) inhibition. GLS enzymatic activity, qHTS titration. Potency, µM (titrated, usually from 45.5 µM), for inactives: at the top dose activity change, negative = inhibition, actives largely listed as inhibitors. actives 0.21% (n = 410,000). AID 624170; note: potency is the fitted concentration of half-maximal effect; % is set by controls: 0 for no effect and ±100 for the full control effect
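Human kidney-isoform GLS in 45 mM KH2PO4 pH 8.2, 0.02% Tween-20, with compound, started with 1mM L-Glutamine (added stock). Glutamate oxidase/HRP/Amplex red coupled fluorescence read at start and after 30 min at RT.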
BAZ2B block: BAZ2B (human) inhibition; AlphaScreen BAZ2B-H3K14Ac peptide displacement; Potency, µM (doses to about 114 µM), without a hit: top-dose activity change, negative = inhibition, usual class: inhibitors; actives 4.4% (n = 360,000); Q9UIF8; AID 504333; note: potency is the fitted concentration of half-maximal effect; % is set by controls: 0 for no effect and ±100 for the full control effect; nearly all actives have a fitted effect of over 60% in size
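In this displacement format the biotinylated H3(5-23) peptide acetylated at Lys14 serves as ligand at 50 nM, with BAZ2B at 50 nM in PBS pH 7.4 containing 0.01% Tween-20. Donor and acceptor beads are 10 ug/mL final.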
G9a block: inhibitors of human histone lysine methyltransferase G9a; actives 8.8% (n = 350,000); Potency, µM (doses to about 102 µM), for the others: at the top dose activity, negative = inhibition, most hits filed as inhibitors; G9a H3K9 monomethylation, AlphaScreen, 2 h; note: potency is the fitted concentration of half-maximal effect; % is set by controls: 0 for no effect and ±100 for the full control effect; nearly all actives have a fitted effect of over 75% in size
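Quantitative HTS format: methyltransferase activity on a biotin-tagged H3K9 peptide is measured by AlphaScreen, using a rabbit anti-monomethyl-H3K9 antibody with streptavidin donor and anti-IgG acceptor beads. Final levels are 20 nM enzyme, 500 nM peptide, 20 uM SAM; 2 h RT.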
* marks the source's active call; other numbers are inactive results; i = inactive; ? = inconclusive; . = not tested or not shown; [ ] = remark or other dose. Unless noted, calls come from the whole dose curve; as a rule, active = well fitted curve in the direction sought with a large enough effect; inconclusive = small, poorly fitted or top-dose-only effect, or another doubt; inactive = no such curve, though single readings can be large; an effect the other way counts as inactive or inconclusive. The list is partial (hit frequency here may not be typical).

SMILES,HP1b chromo inh,JMJD2A Tudor inh,G9a block,Tb PGK inh,Pol eta inh,Pin1 inh,GLS inh,PI4K2A block,BAZ2B block
Cc1ccc(-c2nn(CC(=O)NCc3cc(-c4nn(C)c(=O)c5ccccc45)ccc3C)c(=O)c3ccccc23)cc1,6.0%,-7.9%,-45.1%,1.5%,?,10.9%,-9.7%,-4.0,-9.2%
O=C(COc1ccc(/C=N/NC(=O)C(=O)N2CCCCCC2)cc1)Nc1ccccc1Cl,-13.7%,-31.3%,-4.1%[59 µM],-10.3%,0.7%,-0.1%,10.1%,-7.2,-32.7%
CCOc1cccc(/C=N/N=C/c2cccc(OCC)c2O)c1O,16.6%,-2.8%,20.7%,-5.4%,-18.7%,-6.6%,3.9%,1.5,-2.5%
O=C(Nc1cc(Cl)ccc1O)c1snnc1-c1ccccc1,6.2%,-28.7%,.,-8.0%,-19.0%,0.1%,-1.3%,-2.3,?
CC1CC(C)CN(C(=O)c2ccc(NC(=O)c3ccc(=O)[nH]c3)cc2)C1 (stereo not given),30.8%,-17.9%,-0.5%,-0.9%,-8.5%,-4.8%,-1.3%,-6.7,1.1%
O=C(c1cccc([N+](=O)[O-])c1)c1cc2ccccc2o1,39.7%,-9.8%,-12.9%[59 µM],-1.6%,-11.9%,-2.5%,-0.6%,1.4,-36.4%
CC(=O)N(CN1C(=O)c2ccccc2C1=O)c1cccc(C)c1,29.7%,-10.1%,-17.6%,5.0%,-3.5%,0.2%,-2.4%,5.6,-3.4%
O=C(Nc1ccc(S(=O)(=O)N2CCCCCC2)cc1)c1ccc(Br)o1,5.4%,-25.4%,-2.5%[12.7 µM],-6.5%,-17.4%,-7.0%,4.0%,-3.2,-27.6%
COc1cccc(N2CCN(C(=O)c3ccc(Cn4c(=O)[nH]c5cc(OC)c(OC)cc5c4=O)cc3)CC2)c1,-0.8%,?,-44.1%[59 µM],-3.4%,-3.8%,19.7%,5.2%,-6.7,-23.7%
COc1ccc(CNC(=O)c2sc3nc4n(c(=O)c3c2C)CCCCC4)cc1,2.6%,89.1µM*,14.1µM*,7.6%,-14.0%,?,2.3%,-1.7,15.8µM*
O=S(=O)(Nc1ccc(N2CCCCC2)cc1)c1ccccc1F,?,?,39.8µM*,-4.8%,-12.8%,4.4%,-4.3%,-3.9,50.1µM*
Cc1ccc(-n2cnc3cc(C(=O)NCc4ccc(F)cc4)ccc32)c(C)c1,8.4%,?,-6.3%[59 µM],i,-7.4%,1.2%,-6.3%,0.0,-18.7%
Cc1ccc(NC(=O)c2nc[nH]c2C(=O)NCCCCCCNC(=O)c2[nH]cnc2C(=O)Nc2ccc(C)cc2)cc1,47.3%[activator],-17.9%,.,i,-0.4%,13.9%,2.3%,-2.3,.
COc1cccc2cc(C(=O)Nc3cc(Cl)ccc3N3CCOCC3)c(=O)oc12,24.5%,-9.6%,.,-0.8%,-9.6%,1.6%,0.0%,-0.5,4.2%
COc1ccc(-c2noc(CN(C)Cc3ccccc3)n2)cc1,99.6%[activator],36.2%[activator],133.5%[activator],0.6%,-10.8%,-5.8%,-1.8%,-3.0,34.1%
O=C(COc1cccnc1[N+](=O)[O-])Nc1ccccc1Sc1ccccc1,-0.8%,-34.0%,?,6.8%,-18.4%,3.6%,16.1%,-1.3,-35.5%
Cc1sc2nc(SCC(=O)N(C)Cc3ccccc3)n(-c3ccccc3)c(=O)c2c1C,20.0%,-3.4%,-25.6%,-3.3%,?,16.0%,-1.8%,-10.0,-19.4%
COc1ccc(CCNC(=O)CSc2nc(=O)n3cccc(C)c3n2)cc1OC,19.9%,-2.8%,0.1%[59 µM],i,-13.4%,3.6%,-2.9%,-0.9,-0.8%
O=C1/C(=C/c2ccncc2)Cc2ccccc21,28.0%,-16.6%,7.6%[2.33 µM],-6.1%,-6.9%,11.0%,2.3%,-5.5,2.6%
O=C(c1ccco1)N1CC2(CC(c3ccc(Cl)cc3)=NO2)CN1Cc1ccc(Br)cc1 (stereo not given),.,.,.,9.9%,-23.0%,.,-0.2%,-2.9,.
Cc1cc(NS(=O)(=O)c2ccc(NC(=O)c3ccc(Br)o3)cc2)nc(C)n1,24.6%,-2.3%[57.1 µM],-38.9%,-10.8%,39.8µM*,-4.0%,0.1%,1.2,-13.4%
CN(C)c1ncc(C(=O)NCc2ccc(Cl)cc2)cn1,34.4%,13.9%,6.9%[12.7 µM],.,.,1.7%,2.2%,8.1,3.0%
O=C(c1cc(-c2ccc(Cl)s2)nc2ccccc12)N1CCOCC1,-3.0%,-3.4%,17.0%[12.7 µM],2.9%,-9.8%,9.1%,1.6%,2.5,4.8%
N#Cc1c(NC(=O)c2ccncc2)sc2c1CCC2,-19.4%,63.1µM*,11.2µM*,-6.9%,31.6µM*,?,36.0%[activator],-12.5,50.1µM*
CCCCc1ccc(NC(=O)c2ccc(N(C)S(C)(=O)=O)cc2)cc1,-2.0%,-11.6%,21.7%[12.7 µM],-3.5%,-9.6%,-10.0%,-7.7%,-5.0,6.1%
CC1=C(C(=O)Nc2ccc(Cl)cc2)C(c2cccs2)n2nnnc2N1 (stereo not given),30.8%,-9.6%,-3.1%[12.7 µM],-6.7%,-15.1%,5.2%,-6.2%,0.8,-1.7%
O=C(C1CCC1)N1CCc2cc(S(=O)(=O)NCC3COc4ccccc4O3)ccc21 (stereo not given),-0.2%,?,-6.7%[12.7 µM],-1.5%,-11.6%,12.1%,12.8%,-0.1,5.9%
COc1ncnc2c1sc1nc(-c3ccccc3)c3c(c12)CCCC3,54.3%[activator],20.8%,27.6%[59 µM],0.7%,-4.2%,9.7%,19.4%,-3.4,13.9%
CC1(c2ccccc2)NC(=O)N(CC(=O)N2CCN(S(=O)(=O)c3cccs3)CC2)C1=O (stereo not given),8.9%,-11.0%,7.5%,-2.1%,-15.7%,-1.9%,4.2%,5.4,11.7%
O=C(O)c1ccc(NS(=O)(=O)c2ccc(N3CCCC3)c([N+](=O)[O-])c2)cc1,37.8%,-12.0%,?,-3.6%,-1.0%,-10.1%,4.0%,0.0,-37.5%
COc1ccccc1N1CCN(CCCCOc2cccc3ccccc23)CC1,-19.5%,?,44.7µM*,-2.5%,-17.0%,2.7%,9.1%,-3.2,35.5µM*
COc1ccc2c(c1)[C@H]1[C@H](CO2)[C@H](c2ccccc2)[C@]2(C)C(=O)Nc3ccccc3C(=O)N12,5.6%,?,-6.2%[2.33 µM],-3.3%,-13.3%,11.0%,3.1%,0.0,?
Cc1cc(C)c2nc(SCc3ccc([N+](=O)[O-])cc3)nc(C)c2c1,19.5%,-4.4%,6.8%,1.0%,-14.1%,0.4%,1.5%,-5.9,-6.7%
c1ccc(Cc2nnc(-c3ccccc3)o2)cc1,38.8%[activator],-0.7%,3.5%[12.7 µM],-1.2%,-13.2%,?,-8.7%,-3.9,46.7%[activator]
COc1ccc2c(c1OC)C(=O)N1c3ccccc3C(=O)N(c3ccc(F)cc3)C21 (stereo not given),6.0%,-13.0%,19.4%[59 µM],-2.9%,?,1.7%,4.8%,-0.3,-6.9%
CCOC(=O)C1=C(C)NC(=S)N(C=O)C1c1ccccc1 (stereo not given),17.9%,-10.4%,-21.3%,i,-9.7%,-1.3%,52.3%[activator],-3.6,-19.7%
C/C(Cn1nnc([N+](=O)[O-])n1)=N\NC(=O)c1ccncc1,16.6%,?,?,8.2%,-16.7%,6.3%,4.4%,0.8,?
Cc1c(Cl)cccc1NC(=S)N1CCN(C(=O)C2CCCO2)CC1 (stereo not given),26.3%,-11.3%,-3.2%,-6.1%,-10.2%,-1.9%,5.0%,1.5,-0.8%
C/C(=N/N=C/c1ccc(N(C)C)cc1)c1ccccc1,?,?,-13.9%[59 µM],?,-14.8%,-2.1%,3.9%,1.6,?
COc1ccccc1NS(=O)(=O)c1cc(NC(=O)c2ccccc2F)ccc1N1CCOCC1,-14.1%,-26.0%,?,-2.9%,-10.8%,16.0%,-1.1%,1.1,-12.0%
CCN(CC)S(=O)(=O)c1ccc(Cl)c(NC(=O)COC(=O)/C=C/c2cc(OC)c(OC)c(OC)c2)c1,48.6%[activator],-3.1%,?,i,-19.7%,6.1%,-2.8%,-1.6,2.9%
CC/C(=N/O)C(=O)c1ccc(Br)cc1,32.8%,22.6%,6.0%,-12.4%,-16.7%,2.0%,-8.5%,0.6,4.5%
COc1ccc(C2c3c(oc4ccccc4c3=O)C(=O)N2c2ccccn2)cc1 (stereo not given),-6.4%,-4.2%,4.8%,-3.4%,-10.5%,1.8%,-4.2%,-0.3,3.6%

Screening results from PubChem.
